Screens (PubChem BioAssay)
BB579 growth dn – reduces growth of yeast BB579 in restrictive medium; inhibition, % at 10 µM; S. cerevisiae BB579 growth, OD615, 48 h; 140,000 tested, 0.51% active;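 active = inhibition above a set limit, 3 SD over the mean compound inhibition, cut at about 44% in these data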; note: inactives centre near -24
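Assay system – yeast BB579 (DeaD) · Dosing – single compound dose of 10 µM, 0.25% DMSO final · Detection – OD615 turbidity measurement · Buffer or medium – CSMM-D restrictive synthetic medium containing dextrose (glucose) · Benchmarks – positive control amphotericin B 10 µg/mL · Incubation – 48 h exposure, 30 °C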
Yeast life ext – extends the lifespan of yeast. S. cerevisiae growth with nicotinamide, OD615; deaD strain in restrictive glucose medium. inhibition of the nicotinamide effect, % at 10 µM. 130,000 tested, 0.68% active;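 active = inhibition above a set limit, placed 3 SD over the median of all compounds, cut at about 26% in these data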;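 note: 0% = nicotinamide-treated wells and 100% = cells grown without nicotinamide; some compounds called inactive have numbers as strong as hits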
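assay system = DeaD-strain S. cerevisiae | measured by = absorbance at 615 nm | probe or stimulus = nicotinamide 1.5 mM | buffer or medium = CSMM-D glucose medium, restrictive | times = 48 h at 30 °C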
Measles CPE – protection of cells from measles virus; Measles virus-infected cells, CPE protection, absorbance; protection (pct of control), % at 4 µM; 140,000 tested, 1.5% active; AID 841; in the data active = protection mostly above about 24%, no sharp cut-off; inactive = mostly below about 26%; note: some compounds called inactive have numbers as strong as hits
E-sel TNF inh – blocks E-selectin expression induced by TNF alpha; HUVEC TNFa-induced E-selectin immunofluorescence, high content; inhibition, % at 2 µM; 120,000 tested, 0.71% active; AID 1246;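 active = inhibition above the batch mean plus 3 SD, and confirmed as a hit on visual image review, cut at about 43% in these data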;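 note: 0% = TNF-stimulated DMSO wells and 100% = unstimulated control wells; not every result past the cut was called active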
GALR2 blocker – antagonists of human galanin receptor 2 (GALR2); GALR2-expressing cells, antagonist mode; inhibition, % at 4 µM; 140,000 tested, 0.39% active; in the data active = inhibition above about 27%;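 note: cells stimulated with galanin 1-16 at roughly its EC80; 0% = agonist challenge control and 100% = basal control without agonist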
Target sequence (O43603 whole entry, looked up): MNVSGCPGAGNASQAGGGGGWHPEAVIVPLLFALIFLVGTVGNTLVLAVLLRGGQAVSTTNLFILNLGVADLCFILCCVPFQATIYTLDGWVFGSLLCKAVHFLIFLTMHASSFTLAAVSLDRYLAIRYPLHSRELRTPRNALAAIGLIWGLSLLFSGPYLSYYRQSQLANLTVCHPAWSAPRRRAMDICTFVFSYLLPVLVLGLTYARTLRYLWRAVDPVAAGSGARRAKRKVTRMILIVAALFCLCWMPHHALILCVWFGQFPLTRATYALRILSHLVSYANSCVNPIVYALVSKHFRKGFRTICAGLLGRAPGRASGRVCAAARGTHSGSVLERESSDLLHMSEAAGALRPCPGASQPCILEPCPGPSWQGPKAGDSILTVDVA
MRP-1 activ – MRP-1 activation; H69AR cells + doxorubicin, viability rescue, CellTiter-Glo; viability increase, % at 10 µM; 140,000 tested, 0.61% active; AID 799;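 active = viability gain under doxorubicin at or above a set limit, the compound median plus 3 SD, cut at about 4.7% in these data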;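 note: MRP-1 overexpressing cells given doxorubicin 25 µM after compound pretreatment; 18-22 h compound pretreatment then 72 h with doxorubicin before readout; 0% = doxorubicin-only wells and 100% = vehicle-treated cells without doxorubicin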
NPY-Y2 antag – antagonists of human neuropeptide Y receptor Y2; P49146; NPY-Y2 expressing cells, antagonist mode; inhibition, % at 2.7 µM; 140,000 tested, 0.99% active; AID 793; in the data active = inhibition above about 17%;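 note: 0% = vehicle with agonist challenge and 100% = reference antagonist with challenge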
Target sequence (P49146 whole entry, looked up): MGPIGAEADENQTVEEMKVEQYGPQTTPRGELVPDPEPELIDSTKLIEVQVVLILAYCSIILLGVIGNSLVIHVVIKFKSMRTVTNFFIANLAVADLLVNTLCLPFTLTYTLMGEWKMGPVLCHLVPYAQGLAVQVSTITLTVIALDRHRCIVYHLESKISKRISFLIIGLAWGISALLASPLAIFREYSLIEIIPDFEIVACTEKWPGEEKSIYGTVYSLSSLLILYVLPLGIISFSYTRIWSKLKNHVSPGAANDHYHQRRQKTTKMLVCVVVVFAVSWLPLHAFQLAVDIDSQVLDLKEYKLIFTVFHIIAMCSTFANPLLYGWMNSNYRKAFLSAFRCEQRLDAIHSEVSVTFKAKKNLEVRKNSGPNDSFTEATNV
bCat KO growth – beta-catenin-lacking colon tumor cell growth suppression. AID 818. 140,000 tested, 1.5% active. HCT116 beta-catenin knockout viability, CellTiter-Glo, 60 h; stronger effect = lower value. viability, % at 10 µM;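 active = viability at or under a set limit, the compound median less 4 SD, cut at about 6% in these data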;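 note: 0% = Hyamine 1622 control at 20 µM and 100% = untreated cell control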
PTEN del growth – PTEN-deleted cell growth suppression | AID 827 | 140,000 tested, 1.2% active | HCT116 PTEN-null viability, CellTiter-Glo, 60 h; stronger effect = lower value | viability, % at 10 µM;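 active = viability at or below a set limit, 4 SD under the median of all tested compounds, cut at about 3.7% in these data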;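 note: PTEN knockout HCT116 line with beta catenin targeted HCT116 as companion control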
Phagocyt inh – blocks phagocytosis by macrophages; J774A.1 macrophage IgG-bead phagocytosis, imaging; inhibition, % at 5 µM; 110,000 tested, 0.07% active;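 active = inhibition above the mean of the plate negative controls plus 5 SD, cut at about 13% in these data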;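 note: phagocytic index as fraction of beads internalized from green versus red external bead signal; plate controls were DMSO negative control for no effect and cytochalasin-D positive control for full effect; some results beyond the cut were filed as inactive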
Starred values were filed as active, the others as inactive; · = not tested or not shown; & = joins results of further samples. The order is random. Share with any hit: about 6.1%.

SMILES | BB579 growth dn | Yeast life ext | Measles CPE | E-sel TNF inh | GALR2 blocker | MRP-1 activ | NPY-Y2 antag | bCat KO growth | PTEN del growth | Phagocyt inh
CC/C(=C\C(=O)c1ccncc1)Nc1ccc(Br)cc1 | -55 | -13 | 4 | 2 | 8 | -0.1 | 3 | 71 | 80 | 0
Cc1cc(NC(=O)c2cccc(S(=O)(=O)N3CCCCCC3)c2)no1 | 5 | -17 | 3 | 9 | 11 | -0.3 | 4 | 89 | 81&92 | 0
CC(=O)c1c(C)[nH]c(C(=O)N2CCc3ccccc3C2)c1C | -5 | -5 | 2 | 2 | 2 | -5.2 | 2 | 74 | 78 | ·
O=C(Nc1ccc2c(c1)oc1ccccc12)c1ccc2c(c1)OCO2 | -41 | -28 | 6 | -7 | -6 | 0.5 | 3 | 109 | 89 | 0
CCSc1ccccc1C(=O)NCc1ccco1 | -3 | -4 | 5 | 12 | -20 | -1.8 | 3 | 89 | 115 | -1
Cc1c(Cl)c(C(=O)N2CCCc3ccccc32)nn1C | -24 | -5 | 13 | -26 | 1 | -0.3 | 0 | 99 | 98 | 0
CC(=O)NC1(NC(C)=O)CCN(C)C(c2ccccc2)C1C (centres undefined) | -1 | -2 | 8 | -12 | -3 | 0.7 | -1 | 96 | 96 | 1
COc1cc(/C=N/NS(=O)(=O)c2ccccc2)ccc1OS(=O)(=O)c1ccc(C)cc1 | -36 | 10 | 4 | · | 2 | -2.2 | 3 | 88 | 93 | -5
O=C(NCc1ccccc1)C(Cc1ccccc1)NS(=O)(=O)c1cccc2nsnc12 (centres undefined) | -76 | -7 | 5 | 14 | -15 | -1.1 | 4 | 86 | 101 | 1
CCN(CC)S(=O)(=O)c1ccc2c(c1)c(=O)c(C(=O)N1CCc3ccccc3C1)cn2C | -1 | -7 | 29 | -26 | 14 | -2.2 | 0 | 86 | 90 | 2
COc1cc(-c2nnc3sc(-c4cccs4)nn23)cc(OC)c1OC | -79 | -10 | 11 | -36 | 6 | -1.9 | 2 | 4.0* | 3.0* | -1
O=C(NC(NC(=O)c1ccccc1)c1ccccc1)c1ccccc1 | -64 | 4 | 16 | 22 | -2 | -1.9 | 3 | 76 | 86 | -2
O=C(CN(Cc1cccs1)S(=O)(=O)c1ccc(S(=O)(=O)NC2CCCCC2)cc1)Nc1ccccc1 | -37 | 3 | 3 | · | 4 | -3.8 | -3 | 78 | 76 | -3
COc1ccc(C(=O)CSc2nnc(CNC(=O)c3ccc(OC)cc3)n2C)cc1 | -21 | 5 | 7 | 10 | -7 | -2.5 | 2 | 102 | 96 | -2
COc1cc(/C=N/NC(=O)C(=O)Nc2ccccn2)ccc1O | -24 | -7 | 28 | · | -10 | -3.8 | 4 | 97 | 94 | -9

Two compounds drawn at random from the list so far:
SMILES | BB579 growth dn | Yeast life ext | Measles CPE | E-sel TNF inh | GALR2 blocker | MRP-1 activ | NPY-Y2 antag | bCat KO growth | PTEN del growth | Phagocyt inh
CC(=O)NC1(NC(C)=O)CCN(C)C(c2ccccc2)C1C (centres undefined) | -1 | -2 | 8 | -12 | -3 | 0.7 | -1 | 96 | 96 | 1
CC(=O)c1c(C)[nH]c(C(=O)N2CCc3ccccc3C2)c1C | -5 | -5 | 2 | 2 | 2 | -5.2 | 2 | 74 | 78 | ·

Other compounds
SMILES | BB579 growth dn | Yeast life ext | Measles CPE | E-sel TNF inh | GALR2 blocker | MRP-1 activ | NPY-Y2 antag | bCat KO growth | PTEN del growth | Phagocyt inh
Cc1nc2c(cc1C#N)C(=O)c1ccccc1-2 | 22 | -6 | 6 | · | 15 | -0.7 | 1 | 95 | 97 | ·
O=c1c2ccccc2sc2ccc(Cl)cc12 | -25 | -6 | 27 | · | 25 | -0.1 | 3 | 86 | 98 | 6
CC(=O)NC(=O)COC(=O)/C=C/c1c(C)nn(Cc2c(Cl)cccc2Cl)c1Cl | -27 | -1 | 8 | -7 | 7 | -3.4 | 4 | 93 | 94 | ·
CC1CCCC(C)N1C(=O)CSc1nc2ccccc2s1 (centres undefined) | -36 | -9 | 8 | 6 | 15 | -4.3 | 3 | 85 | 85 | 0
CC(C)CCOc1cccc(OCC(=O)NC2CCS(=O)(=O)C2)c1 (centres undefined) | -39 | -25 | 25 | 9 | 0 | -2.2 | 1 | 90 | 84 | -3
COC1=CCC2([N+](=O)[O-])CN(CC(=O)O)CC1([N+](=O)[O-])C2 (centres undefined) | -65 | 10 | 31 | -6 | 3 | -2.3 | 2 | 99 | 98 | -5
CC(C)Cc1cc(C(=O)Nc2cc(Br)ccc2O)no1 | -76 | 0 | 5 | -10 | 9 | -0.8 | 0 | 34 | 35 | 0
N#CC(c1ccc(Cl)nn1)c1ccc(Cl)cc1Cl (centres undefined) | 0 | -2 | 9 | 7 | -1 | -5.6 | 6 | 25 | 58 | -2
COc1ccc(N/C=C/C(=O)c2ccc3c(c2)OCO3)cc1OC | -33 | 5 | 5 | -1 | 7 | -2.8 | 1 | 85 | 84 | -3
COc1ccc(N2CCN(S(=O)(=O)c3ccc(OC)cc3)CC2)cc1 | 2 | · | 5 | · | 1 | -5.5 | 0 | 92 | 84 | ·
O=C(c1ccccc1Sc1c(Cl)cccc1[N+](=O)[O-])N1CCOCC1 | -32 | 3 | 7 | 3 | -1 | -2.3 | 0 | 92 | 94 | -2
Cc1ccccc1-n1c(C)cc(/C=N/Nc2ccc([N+](=O)[O-])cn2)c1C | -42 | 0 | 17 | -6 | 27 | -3.4 | 8 | 58 | 53 | 0
COc1cccc(OCCCOc2ccccc2C(C)C)c1 | -23 | -10 | 11 | -12 | -4 | 0.2 | 2 | 82 | 81 | -3
CC(C)NC(=O)CSc1nnc(-c2ccc(C(C)(C)C)cc2)n1C | -18 | -4 | 8 | 4 | -18 | -2.1 | 3 | 95 | 97 | ·
O=c1c2ccccc2c(-c2ccccc2)nn1Cc1ccc(Cl)cc1 | -34 | -17 | 3 | 29 | -6 | 3.5 | 1 | 97 | 83 | ·
CN(Cc1ccccc1)C(=O)[C@H]1CCC(=O)N1Cc1ccco1 | -8 | -6 | 2 | 7 | 4 | -1.3 | 3 | 94 | 97 | 2
COC(=O)Cc1c[nH]c2cccc(OCC(O)CN(Cc3ccccc3)C(C)C)c12 (centres undefined) | -4 | · | 0 | -13 | 10 | -3.3 | 4 | 57 | 62 | ·
COc1ccccc1-c1nnc2sc(COc3ccccc3)nn12 | -29 | · | 4 | -27 | 12 | 0.4 | 1 | 100 | 102 | 0
COc1ccc(C(=O)NC(=S)NCc2ccco2)cc1OC | -4 | -19 | 17 | 19 | 4 | -1.2 | 1 | 78 | 90 | 0
O=C(O)c1[nH]c2ccc(Cl)cc2c1CC(=O)N1CCN(c2ccccc2)CC1 | -26 | -11 | 3 | -18 | 8 | -1.6 | 0 | 94 | 88 | -1
COC(/C=C/Nc1ccc(Br)cc1)=C(C#N)C#N | -14 | -11 | 14 | -24 | -1 | -3.0 | 1 | 92 | 77 | 0
CCn1c(SCC(=O)O)nnc1-c1ccccc1 | -25 | -2 | 10 | · | 2 | 0.5 | 0 | 105 | 108 | 0
Cc1ccccc1-n1c(C)nnc1SCC(=O)NNC(=O)c1ccccc1 | -26 | 0 | 10 | · | -6 | -0.7 | 3 | 92 | 94 | ·
CC(=O)N(Cc1cc(=O)[nH]c2ccccc12)c1ccc(C)cc1 | -49 | 5 | 27 | 38 | -1 | -1.3 | 2 | 89 | 95 | -1
O=C(O)c1ccccc1C(=O)NCc1ccccc1 | -30 | -7 | 14 | -10 | -2 | -3.4 | 4 | 98 | 108 | -1
C=CCOc1nc(N2CCCC2)nc(N2CCCC2)n1 | -18 | -7 | 8 | -3 | -1 | -0.2 | 2 | 89 | 110 | -2
CN1/C(=C\C(=O)c2oc3ccccc3c2N)C(C)(C)c2ccccc21 | -17 | 1 | 7 | -5 | -10 | 5.2* | 5 | 83 | 72 | 6
COc1cccc(C(=O)CSc2nnc(-c3cccs3)o2)c1 | -4 | -4 | 3 | 14 | 6 | -1.6 | 4 | 98 | 113 | ·
CC1(C)CC(=O)C2=C(C1)OC(N)=C(C#N)C2CCc1ccccc1 (centres undefined) | -41 | 25 | 5 | -15 | -2 | -3.2 | 0 | 93 | 97 | ·
COc1ccc(CCNC(=O)NC2CCCCC2)cc1OC | -48 | -10 | 18 | -1 | 0 | -1.1 | 4 | 87 | 103 | 0
CCOC(=O)C1=C(Nc2cccc(Cl)c2)OCC1=O | -2 | -12 | 10 | 22 | 5 | -0.1 | 3 | 100 | 95 | -2
CCCc1[nH]nc2c1C(Cc1ccccc1)C(C#N)=C(N)O2 (centres undefined) | -26 | -1 | 6 | 3 | 2 | -3.3 | 4 | 90 | 95 | -1
CC(=O)c1c(C)[nH]c(C(=O)OCC(=O)NCCc2ccc(F)cc2)c1C | 18 | -3 | 5 | -12 | 6 | -1.5 | -2 | 78 | 73 | -1
Cc1ccc(OC(=O)c2sc(Cl)nc2C)cc1C | -40 | -4 | 14 | · | -12 | -3.2 | 4 | 12 | 12 | -1
COc1ccccc1C(=O)Oc1ccc(C(C)C)cc1 | -7 | -12 | 7 | -14 | -4 | -3.2 | 5 | 91 | 89 | ·
CC(C)C(C(=O)NC1CCCCC1)N(CC1CCCO1)C(=O)CNS(=O)(=O)c1ccc(F)cc1 (centres undefined) | 7 | -18 | 38 | · | -10 | -2.6 | 3 | 86 | 85 | 2
CC(C)CN1C(=O)c2ccc(C(=O)Nc3ccncc3)cc2C1=O | -34 | -17 | 19 | -11 | 11 | 0.4 | 1 | 78 | 80 | -1
CC(C)n1cc(/C=C2/NC(=O)N(c3cccc(Cl)c3)C2=O)c2ccccc21 | -29 | · | 5 | -17 | 4 | -6.0 | -4 | 29 | 27 | ·
Cc1ccccc1OCC(=O)N(Cc1cccs1)C1CCS(=O)(=O)C1 (centres undefined) | -22 | -3 | 7 | 4 | 0 | -1.2 | 2 | 88 | 88 | -1
CCOc1cc(C(=O)Nc2ccc(N3CCN(S(C)(=O)=O)CC3)cc2)cc(OCC)c1OCC | -48 | -1 | 2 | -15 | 0 | -2.1 | 0 | 81 | 94 | 2
Cc1cc(C(=O)CN2C(=O)NC3(CCCCC3C)C2=O)c(C)n1Cc1cccs1 (centres undefined) | -49 | 2 | 16 | · | 8 | -0.2 | 2 | 92 | 101 | ·
CCc1nnc(N/N=C/c2ccc(N3CCC(C)CC3)c([N+](=O)[O-])c2)n1N | -38 | 1 | 16 | · | 5 | -1.6 | 1 | 75 | 80 | -5
CCOc1ccc(S(=O)(=O)N/N=C2/CCCC(=O)C2)cc1 | -13 | -1 | 7 | · | 11 | -0.2 | -1 | 97 | 100 | -5
Cc1cccc2c1OCC/C2=N\NC(=O)COc1ccccc1 | -57 | -20 | 1 | -15 | -3 | 2.4 | 3 | 104 | 101 | ·
CC(C)C(=O)N(Cc1cc(=O)[nH]c2ccccc12)c1ccccc1 | -27 | -6 | 8 | -7 | 5 | -2.1 | 1 | 89 | 94 | 0
CCCNC(=O)COc1cccc(C(=O)NCc2ccccc2)c1 | -10 | 4 | 16 | · | -6 | -1.6 | 2 | 91 | 99 | -6
c1coc(-c2nc(-c3ccco3)c(-c3ccco3)nc2-c2ccco2)c1 | -24 | -17 | 9 | · | -12 | -3.9 | -2 | 94 | 87 | -3
